# HIV peptide binding: inhibitors of HIV fusion peptide binding, primary screen, biochemical, uHTS, fluorescence dequenching (AID 1986); cell-free peptide binding, fluorescence dequenching, 30 min; higher % means a stronger effect; inhibition, % at 20 µM; hits with a dose series show IC50 in µM; 290,000 compounds, 0.3% hits; in the data active means inhibition mostly above about 52%, no sharp cut-off; inactive means mostly below about 76%; further: some results filed as inactive read as strong as hits
# GPR35 arrestin U2OS: GPR35 antagonists blocking zaprinast-driven arrestin recruitment, primary screen, imaging, U2OS, beta-arrestin-GFP, zaprinast agonist (AID 2058). 290,000 compounds, 0.052% hits. U2OS GPR35 beta-arrestin-GFP translocation imaging, zaprinast antagonism; higher % means a stronger effect. one-dose inhibition, % at 10 µM; IC50 in µM for titrated hits;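 active means inhibition of at least 50% with at least 30 cells and total cytoplasm GFP at most 10,000,000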
# KOR beta-arrestin-1: KOR agonists, beta-arrestin recruitment, primary screen, cell-based, luminescence, uHTS (AID 1777); KOR beta-arrestin recruitment, luminescence; higher % means a stronger effect; activation, % at 10 µM; hits with a dose series show EC50 in µM; 280,000 compounds, 0.02% hits; in the data active means activation above about 50%, passing the limit was not always enough; further: a part of the inactive calls stands beside numbers as strong as those of hits
# SIAH1 antagonists: Siah-1 peptide-binding antagonists, primary screen, biochemical, fluorescence polarization, rhodamine-plectin, uHTS (AID 1817); Siah-1 / rhodamine-plectin peptide fluorescence polarization; higher % means a stronger effect; one-dose displacement, % at 20 µM; IC50 in µM for titrated hits; 290,000 compounds, 0.02% hits;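 active means displacement of at least 50% at 20 µM, with a fluorescence ratio check between 0.3 and a set limit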;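 further: plate controls were Siah plus tracer with DMSO for no effect and tracer alone without Siah for full effect; strong numbers were not always called active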
# GPR55 antagonists: inhibition of LPI-stimulated GPR55 beta-arrestin translocation – imaging, U2OS, beta-arrestin-GFP, LPI agonist, primary screen (AID 2013); U2OS GPR55 beta-arrestin-GFP translocation imaging, LPI antagonism; higher % means a stronger effect; inhibition, % at 10 µM, or IC50 in µM where a hit was titrated; 290,000 compounds, 0.13% hits;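 active means spots per cell inhibited over 60%, with over 100 cells counted and total cytoplasm intensity under 500,000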;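 further: U2OS cells stably carrying GPR55 and arrestin-GFP stimulated by 5 µM LPI near EC80; imaged beta-arrestin-GFP aggregate spots per cell after agonist stimulation; plate controls were LPI-stimulated DMSO wells for no effect and DMSO wells without LPI for full effect; some results filed as inactive read as strong as hits; confirmed hits need IC50 under 10 µM and bright autofluorescent wells are also inconclusive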
# AID2073: disruptors of CaV2.2 binding to Mint1 – biochemical, HTRF (AID 2073). inhibition, % at 20 µM; hits with a dose series show IC50 in µM. HTRF protein-protein interaction, Mint1-CaV2.2; higher % means a stronger effect. 290,000 compounds, 0.19% hits; in the data active means inhibition mostly above about 51%, no sharp cut-off; further: some results filed as inactive read as strong as hits
# NOD1 inhibition: NOD1 signaling inhibitors, primary screen, cell-based, luminescence, uHTS (AID 1578); NOD1-driven NF-kB luciferase reporter cells, luminescence; higher % means a stronger effect; one-dose inhibition, % at 4 µM; EC50 in µM for titrated hits; 290,000 compounds, 1% hits; in the data active means inhibition mostly above about 36%, no sharp cut-off; inactive means mostly below about 34%;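 further: HEK-293T reporter cells stimulated with the NOD1 agonist gamma-tri-DAP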
# KOR beta-arrestin-2: KOR antagonists, beta-arrestin recruitment, cell-based, luminescence, uHTS (AID 1778) | KOR beta-arrestin recruitment, luminescence, antagonist mode; higher % means a stronger effect | inhibition, % at 10 µM, or IC50 in µM where a hit was titrated | 290,000 compounds, 0.091% hits; in the data active means inhibition above about 50%; further: strong numbers were not always called active
# GPR55 beta-arrestin: GPR55 agonists via beta-arrestin recruitment, primary screen, imaging, U2OS cells, beta-arrestin-GFP redistribution (AID 1961). activation, % at 10 µM, or EC50 in µM where a hit was titrated. 290,000 compounds, 0.048% hits. U2OS GPR55 beta-arrestin-GFP redistribution imaging; higher % means a stronger effect;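 active means activation above 40% with more than 50 cells counted in the well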;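 further: U2OS osteosarcoma cells stably expressing GPR55 and beta-arrestin-GFP; plate controls were DMSO negative control for no effect and LPI positive control for full effect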
# * marks the source's active call; other numbers are inactive results; · = no result given; [ ] = another dose, or the depositor's remark. Some of the compounds tested; count on the stated rates, not on these rows.
SMILES,HIV peptide binding,GPR35 arrestin U2OS,KOR beta-arrestin-1,SIAH1 antagonists,GPR55 antagonists,AID2073,NOD1 inhibition,KOR beta-arrestin-2,GPR55 beta-arrestin
Cn1c(SCC(=O)N2CCCCC2)nc2c(c1=O)SCC2,-2.6%,2%,0.3%,-3%,11%,22%,24%,28%,0.0%
Cc1ccc(C)c(S(=O)(=O)NC(Cc2c[nH]c3ccccc23)C(=O)O)c1 (configuration not stated),2.0%,4%,·,0%,15%,2%,-32%,-1%[20 µM],0.0%
NC(=S)N/N=C/c1ccccc1OCCSc1ccc(Cl)cc1,-0.6%,-38%,6.6%,-3%,-10%,-9%,63%,-50%,-0.2%
O=C(CCl)Nc1ccc(N2CCCCCC2)cc1,-2.3%,-5%,-14%,10%,18%,-19%,65%*,-6%[20 µM],0.5%
COc1ccccc1N(CC(=O)NCCc1ccccc1)C(=O)CCC(=O)Nc1ccccn1,0.7%,13%,0.2%,-2%,2%,-4%,-5%,-24%,-0.2%
O=C(Nc1ccc(Cl)c(Cl)c1)OCCNC(=O)c1cccc(Cl)c1,5.1%,12%,-8.4%,2%,14%,-1%,15%,14%,-0.1%
COC(=O)Cc1[nH]n(-c2ccccc2)c(=O)c1C=Nc1ccc(C)cc1,-3.3%,-1%,2.1%,-1%,4%,4%,2%,21%,-0.1%
CCOc1ccc(-c2cn(-c3ccccc3OC)c(=S)[nH]2)cc1,-1.0%,6%,-7.7%,-3%,0%,-19%,7%,1%,-0.1%
CCOC(=O)c1nnn(-c2nonc2-n2cccc2)c1CN1CCOCC1,-0.9%,23%,-2.4%,-5%,3%,-4%,16%,-7%,0.1%
COc1ccccc1CNC(=O)c1ccc(S(=O)(=O)N2CCCC2)cc1,6.8%,15%,-2.7%,-1%,0%,6%,-12%,22%,-0.2%
O=C(NC1CCCN(c2ccc(C(F)(F)F)cn2)C1)c1cc(Cl)ccc1F (configuration not stated),1.3%,4%,2.6%,1%,9%,14%,-23%,-14%,0.0%
Cc1ccc(NC(=O)c2ccccc2[N+](=O)[O-])nc1,1.6%,-1%,-2.7%,-4%,-2%,4%,-12%,-20%,0.1%
O=C(/C=C/Nc1ccc(Oc2ccccc2Cl)cc1)c1ccco1,2.3%,2%,-0.5%,-4%,-9%,8%,24%,-80%[20 µM],0.5%
O=C(Nc1csnn1)c1csnn1,0.1%,-3%,4.3%,-2%,2%,-13%,8%,7%,0.0%
COC(=O)c1cc(C(=O)OC)n(Cc2ccc(Br)cc2)n1,-2.5%,8%,-8.4%,3%,-1%,-3%,-1%,3%,0.3%

# Ordered by value in NOD1 inhibition (high to low): 6 of the compounds above
SMILES,HIV peptide binding,GPR35 arrestin U2OS,KOR beta-arrestin-1,SIAH1 antagonists,GPR55 antagonists,AID2073,NOD1 inhibition,KOR beta-arrestin-2,GPR55 beta-arrestin
O=C(/C=C/Nc1ccc(Oc2ccccc2Cl)cc1)c1ccco1,2.3%,2%,-0.5%,-4%,-9%,8%,24%,-80%[20 µM],0.5%
O=C(Nc1ccc(Cl)c(Cl)c1)OCCNC(=O)c1cccc(Cl)c1,5.1%,12%,-8.4%,2%,14%,-1%,15%,14%,-0.1%
COC(=O)Cc1[nH]n(-c2ccccc2)c(=O)c1C=Nc1ccc(C)cc1,-3.3%,-1%,2.1%,-1%,4%,4%,2%,21%,-0.1%
COC(=O)c1cc(C(=O)OC)n(Cc2ccc(Br)cc2)n1,-2.5%,8%,-8.4%,3%,-1%,-3%,-1%,3%,0.3%
COc1ccccc1N(CC(=O)NCCc1ccccc1)C(=O)CCC(=O)Nc1ccccn1,0.7%,13%,0.2%,-2%,2%,-4%,-5%,-24%,-0.2%
O=C(NC1CCCN(c2ccc(C(F)(F)F)cn2)C1)c1cc(Cl)ccc1F (configuration not stated),1.3%,4%,2.6%,1%,9%,14%,-23%,-14%,0.0%

# The results go on.
SMILES,HIV peptide binding,GPR35 arrestin U2OS,KOR beta-arrestin-1,SIAH1 antagonists,GPR55 antagonists,AID2073,NOD1 inhibition,KOR beta-arrestin-2,GPR55 beta-arrestin
CC1(C)CCc2cc(-c3ccn(S(=O)(=O)c4ccccc4Cl)n3)ccc2O1,-1.0%,-19%,1.2%,5%,4%,13%,-2%,12%,0.1%
CC(C)(C)c1ccc(C(=O)NNc2cc(Cl)cc(Cl)c2)cc1,-0.8%,-6%,-3.5%,17%,1%,-24%,-3%,-3%,0.0%
O=C(CSc1nc2ccccc2s1)Nc1ccc(N2CCOCC2)c(Cl)c1,-1.4%,-1%,-1.1%,1%,1%,4%,13%,-19%,0.0%
CCOc1ccc(-c2cc(C(=O)O)c3ccccc3n2)cc1,1.3%,16%,5.0%,-1%,16%,40%,-44%,-34%,0.0%
O=C(O)CCCCCCCCc1cn(Cc2ccc(C(=O)c3ccccc3)cc2)nn1,2.6%,2%,-0.2%,1%,-17%,8%,-17%,-155%[20 µM],-0.3%
COc1ccc(C(=O)/C(C#N)=N/Nc2ccc([N+](=O)[O-])cc2)cc1,5.5%,-7%,-8.6%,11%,-20%,4%,82%*,-99%[20 µM],-0.1%
CSc1cc(-c2ccccc2)[nH]c(=O)c1C#N,-1.1%,-4%,-2.4%,3%,12%,13%,-31%,29%,-0.1%
CO/N=C/NC(=O)NOCc1ccc(Cl)cc1Cl,-0.7%,-1%,2.7%,2%,2%,3%,-9%,-26%,-0.1%
CCCNC(=O)C(=O)Nc1ccc(N(C)C)cc1,-1.0%,-14%,2.4%,-2%,-1%,-21%,-56%,-40%,-0.1%
COc1cc(/C=C/C(=O)OCC(=O)Nc2ccc(C)cc2[N+](=O)[O-])ccc1O,-2.0%,-12%,-1.5%,8%,-4%,-2%,-22%,-31%[20 µM],0.5%
Cc1ccccc1N=Nc1c(N)n[nH]c1N,-0.2%,4%,-3.7%,2%,-6%,2%,4%,3%[20 µM],-0.2%
CN(C)C(=O)CN1C(=O)NC(c2ccccc2)(c2ccccc2)C1=O,1.9%,0%,7.3%,-2%,-2%,7%,6%,-48%,0.2%
O=C(/C=C/c1ccccc1O)c1ccc(Cl)cc1,-0.4%,4%,-0.2%,14%,2%,0%,-56%,21%,0.0%
COc1ccc(-c2noc(CN(C)C(=O)c3ccc4c(c3)OCO4)n2)cc1OC,-0.4%,-3%,4.3%,0%,-3%,0%,-21%,-59%,0.6%
COCCCNC(=O)CCN1C(=O)COc2ccccc21,-1.5%,-4%,4.2%,-4%,-15%,0%,10%,8%,-0.1%
CN(C(=O)CCN1C(=O)/C(=C/c2ccccc2F)SC1=S)C1CCS(=O)(=O)C1 (configuration not stated),1.6%,4%,3.6%,6%,11%,-5%,-9%,-29%,-0.1%
CCc1nnc(NS(=O)(=O)c2ccc(NCc3ccccc3O)cc2)s1,5.4%,1%,-3.5%,-2%,6%,17%,-20%,-15%,-0.2%
O=C(/C=C/c1ccccc1)NNC(=O)c1ccco1,-2.1%,0%,-3.8%,2%,-5%,4%,-22%,-13%,0.3%
COc1ccc2nc3sc(C(=O)N4CCN(C)CC4)cc3cc2c1,-1.2%,2%,-1.6%,-4%,-2%,6%,-14%,32%,0.0%
COc1c(C)cccc1C(=O)Nc1ccc(N2CCN(C(=O)c3ccccc3C)CC2)cc1,0.9%,-8%,-0.6%,2%,10%,-3%,15%,16%,0.0%
C=CCOc1cccc(/C=C/c2nc3ccccc3c(=O)[nH]2)c1,0.9%,11%,-0.4%,1%,9%,6%,-8%,15%,0.2%
CNc1oc(Cc2ccccc2)nc1S(=O)(=O)c1ccc(Cl)cc1,-2.0%,-6%,-2.9%,3%,8%,7%,13%,16%,-0.1%
O=S(=O)(N1CCOCC1)n1cnc2ccccc21,-1.4%,4%,-6.7%,-7%,-2%,-6%,25%,-33%,-0.2%
O=C(CNC(=O)c1cccc(Cl)c1)N/N=C/C=C/c1ccccc1,2.3%,-10%,7.0%,0%,-20%,-3%,9%,-56%,-0.1%
CC1CC(C)CN(C(=O)CNS(=O)(=O)c2cccs2)C1 (configuration not stated),1.3%,9%,-0.8%,3%,3%,3%,-12%,-23%,-0.2%
CCOc1ncccc1C(=O)OCC(=O)c1cccc(Br)c1,-1.4%,-6%,-2.3%,4%,9%,0%,-40%,10%,-0.3%
COc1cccc(NC(=S)N(CCCN2CCOCC2)C(C)c2cc3cccc(OC)c3o2)c1 (configuration not stated),-3.5%,28%,-0.3%,2%,11%,-9%,-18%,5%,-0.3%
COc1cc(NC(=O)c2ccco2)c(OC)cc1NC(=O)CSc1ncc(-c2ccc(F)cc2)[nH]1,1.1%,1%,6.1%,-1%,6%,18%,-34%,-22%,-0.2%
NNC(=O)Cn1nc(-c2ccccc2)c2ccccc2c1=O,-2.3%,-3%,-0.3%,-3%,-10%,-10%,2%,-24%,-0.2%
CCOC(=O)c1c(NC(=O)/C=C/C(=O)O)sc(C)c1-c1ccc(Cl)cc1,18%,-15%,-3.4%,-1%,8%,8%,-14%,-33%[20 µM],0.2%
